Source: PubChem (The Scripps Research Institute Molecular Screening Center)
TTR transcr act = activators of transthyretin transcription; AID 1117267; activation, % at 16.7 µM; actives 1.3% (n = 92,000); SH-SY5Y TTR promoter Gaussia luciferase, luminescence; 100% = recombinant luciferase protein wells;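 active = activation above the mean of all tested compounds plus 3 SD, cut at about 9.5% in these data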;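 note: cells exposed to compounds for one day before reading; 0% = median of all test compound wells on the plate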
An asterisk follows results filed as active. Not all compounds are listed; rates above refer to the full screens.

SMILES	TTR transcr act
O=[N+]([O-])c1ccc(C2=CSC3=NCCN23)cc1	-0.4
CC(C)(C)NC(=O)CSc1nc(N)c(NC(=O)c2ccccc2F)c(=O)[nH]1	-1.2
Oc1c(Br)cc(Br)cc1C=Nc1ccc2c(c1)OCO2	-0.5
CCc1cc2c3c(c1)/C(=C1/SC(N)=NC1=O)C(=O)N3C(C)(C)C=C2C	-0.6
COc1cccc(NC(=S)NNC(=O)Cn2nc(C(F)(F)F)cc2C)c1	3.5
CC(=O)C1=CCC(c2ccccc2)N(S(=O)(=O)c2ccccc2C)C1 (stereo not drawn)	0.2
Oc1ccc2cccnc2c1	1.6
O=C(Nc1nnc(SCc2ccccc2F)s1)c1ccco1	-0.3
COC(=O)[C@H](CCSC)NC(=O)Nc1ccc(C(C)=O)cc1	-2.3
NS(=O)(=O)c1ccc(CNC(=O)CSc2nc3ccc(Cl)cc3[nH]2)cc1	-0.4
O=C1NC(=S)NC1=Cc1ccco1	-0.8
CSc1ccc(-c2cccc([N+](=O)[O-])c2)nn1	-2.0
COc1ccccc1NCN1C(=O)CCC1=O	5.2
O=C(OCc1ccc(Cl)cc1)c1ccccc1C(=O)c1ccccc1	-0.9
COc1ccccc1-c1ccc(=O)n(CC(=O)Nc2ccc(C(=O)N3CCCC3)cc2)n1	0.1
CCCCNC(=O)C1(C)CCN1C(=O)c1ccc2c(c1)CCO2 (stereo not drawn)	-1.4
CC1(c2ccc(OC(F)F)cc2)NC(=O)N(CC(=O)NC2CCCC2)C1=O (stereo not drawn)	-1.3
COc1ccc(C(C(=O)NC2CCCC2)N(Cc2ccco2)C(=O)c2snc(C(N)=O)c2N)cc1OC (stereo not drawn)	-2.0
CS(=O)(=O)N(Cc1ccc(F)cc1)Cc1nc2ccccc2c(=O)[nH]1	1.3
O=C(O)CC1(CC(=O)Nc2ccc3ccccc3c2)CCCCC1	-1.9
CC1=CCn2c(=O)c3ccccc3c(=O)n2C1	2.1
CCN(CC)CCNC(=O)C1c2cc(OC)c(OC)cc2C(=O)N(C)C1c1cccs1 (stereo not drawn)	0.6
Cc1cccnc1NC(=S)Nc1ccc(Cl)c(Cl)c1	4.6
COCCn1c(SC2CCCCC2=O)nnc1-c1ccncc1 (stereo not drawn)	0.9
O=C(CNC(=O)c1ccccc1F)OCn1nnc2ccccc2c1=O	-0.2
More entries follow.
SMILES	TTR transcr act
Cc1cc(NC(=O)CSc2nnc(CNC(=O)c3ccccc3)o2)no1	3.2
O=C(NC(=S)Nc1ccccc1)c1csnn1	0.5
OC1COCOC1C(O)C1OCOCC1O (stereo not drawn)	1.2
COc1cccc(/C=N/NC(=O)c2ccccc2NC(=O)c2ccco2)c1OC	7.2
O=C(Nc1ccccc1)/C(=C\c1ccccc1)NC(=O)c1ccco1	0.6
CCc1ccccc1NC(=O)N[C@H](C(=O)O)C(C)CC (stereo partly drawn)	1.8
Cc1ccnc(N2C(=O)CSC2c2ccc(Cl)cc2)c1 (stereo not drawn)	-0.5
O=C(NC(=S)NCCc1ccccc1)C1CCCCC1	1.0
O=c1ccccn1Cc1c(F)cccc1Cl	5.1
O=C(N/N=C/c1ccc[nH]1)c1ccc([N+](=O)[O-])cc1	-0.3
O=C(CCN1CCN(c2ccccc2)CC1)N/N=C/c1ccc(O)c(O)c1O	-1.2
Cc1ccc(C(=O)c2ccccc2C(=O)OCC(=O)NC(=O)NC(C)(C)C)cc1	-0.8
CCOC(=O)C1=C(C)N(C)C(C)=C(C(=O)OCC)C1c1ccsc1	0.1
CC(=O)c1ccc(N2CCN(C(=O)c3ccc(C(=O)c4ccccc4)cc3)CC2)cc1	-2.2
CCOC(=O)c1sc(=NC(=O)C2CC2)n(C)c1C	-1.0
CC(=O)c1ccc2noc(-c3ccccc3)c2c1	5.2
COc1cccc(CNC(=O)c2ccc(COc3ccccc3)cc2)c1	0.7
N#CC1=C(SCc2ccccc2)NC(=O)CC1c1ccco1 (stereo not drawn)	1.8
O=C(Nc1cccc(S(=O)(=O)Nc2ccccc2F)c1)c1ccc2ccccc2n1	-2.7
O=C(NCc1ccccc1)C1CCC(CNc2c(N3CCCCC3)c(=O)c2=O)CC1 (stereo not drawn)	-0.1
COc1ccccc1N1C(=O)N(C(C)=O)C2C1Nc1ccccc1N2C (stereo not drawn)	-1.5
Cc1ccc(S(=O)(=O)Cc2ccc(C(=O)NC3CCCCCC3)o2)cc1	4.3
CC1CCCCN1C(=O)c1cc(S(=O)(=O)N2CCCCC2)c[nH]1 (stereo not drawn)	-2.2
CN(C)S(=O)(=O)c1cc(NC(=O)CN2CCOCC2)ccc1Cl	2.2
Cc1cc(C)n2nc(SCC(=O)c3ccccc3)nc2n1	-0.6
Later entries
SMILES	TTR transcr act
CCOC(=O)N1CCN(C(=O)CN(c2ccc(OCc3ccccc3)cc2)S(C)(=O)=O)CC1	-0.1
Cc1ccc(-c2cn3cccnc3n2)cc1NC(=O)c1ccc(Br)o1	5.5
Oc1ccc(CNc2cccc(F)c2)c2cccnc12	0.8
O=C1CCCc2sccc2N1	4.0
CCOC(=O)C1CCN(C(=O)COc2ccc(S(=O)(=O)NC(C)(C)C)cc2)CC1	-1.8
NC(=O)c1cc(S(=O)(=O)NCCCc2ccccc2)cs1	-1.9
CC[n+]1c(C)sc2c3ccsc3ccc21	-0.3
CCc1nnc(NC(=O)CSc2nnc(C3CCCCC3)n2-c2ccccc2)s1	-1.6
C/C(CC(=O)NC(C)c1ccccc1)=N\NC(N)=S (stereo not drawn)	0.2
CC(=O)c1sc2nc(-c3ccco3)ccc2c1N	-3.6
O=C(Cc1cccc2ccccc12)NN=Cc1ccc2c(c1)CCC2	1.0
CC(=O)NC(Cc1ccc(F)cc1)C(=O)NC1CCN(C(=O)NCc2ccccc2)CC1 (stereo not drawn)	-0.1
CCN(CC)C(=S)NCCc1ccccc1	-2.3
Cc1nc2ccccc2n1CC(=O)OCC(=O)N1CCC(C)CC1	2.0
O=C(c1ccccc1F)N1CCN(c2ccc([N+](=O)[O-])c(NCC3CCCO3)c2)CC1 (stereo not drawn)	-0.8
O=C(CC12CC3CC(CC(C3)C1)C2)NCCN1CCOCC1	0.0
CCn1c(SCC(=O)O)nc2ccccc21	1.5
CC(NC(=O)COC(=O)c1cc(NS(=O)(=O)c2ccc(Cl)c([N+](=O)[O-])c2)ccc1O)C1CC2CCC1C2 (stereo not drawn)	-0.4
Cc1ccc(NCc2nc(SCC(=O)Nc3ccccc3)n[nH]2)cc1	2.1
O=C(O)CCSc1nc2ccccc2n1CCOc1ccccc1	-1.1
CC(=O)Nc1ccccc1Sc1ccc2c3c(cccc13)C(=O)N(c1ccc(C)cc1)C2=O	2.0
Cc1nc(NC(=O)/C=C/c2ccccc2)sc1C(=O)Nc1ccccc1	-0.1
CCN(CC)C(=O)c1ccc(COc2ccccc2Cl)cc1	4.3
CN1C(c2ccccc2)CC2CN(c3ccccc3)C(=O)C21 (stereo not drawn)	2.2
O=C(NCc1ccco1)C(Cc1ccccc1)N1C(=O)c2ccccc2C1=O (stereo not drawn)	3.6
(list continues)
SMILES	TTR transcr act
O=C(NCCCN1CCOCC1)c1ccc(-c2ccc(Cl)cc2)o1	1.7
CCOC(=O)c1c(NC(=O)CCN2CCOCC2)sc(C)c1-c1ccccc1	-0.1
CSc1nc(=S)c2[nH]c(=S)[nH]c2[nH]1	0.7
Cc1cnc(NC(=O)c2ccc3c(c2)C(=O)N(Cc2cccnc2)C3=O)s1	0.8
O=C(COC(=O)/C=C/c1cc(Br)ccc1F)NC1CC1	1.2
CC(=O)Oc1c(C(=O)c2nnc(C)o2)c(=O)n(Cc2ccccc2)c2ccccc12	2.2
C[C@H](CO)N1C[C@H](C)[C@@H](CN(C)S(C)(=O)=O)Oc2ccc(NC(=O)CCC(F)(F)F)cc2C1=O	1.6
COC(=O)C1CCN(C(=O)Cc2ccc(OC)c(OC)c2)CC1	-0.3
COc1ccc(Nc2c(CC(C)C)nc3nc(C)cc(C)n23)cc1	1.6
O=C(Nc1ccc(F)cc1)c1ccc(COc2ccccc2)cc1	6.7
COC(=O)C1=C(C)NC2=C(C(=O)CCC2)C1c1cn(Cc2ccc(Cl)cc2Cl)nc1-c1ccccc1 (stereo not drawn)	0.3
Cn1c(CSCc2ccc(Cl)c(Cl)c2)nnc1SCC(=O)Nc1nccs1	-0.9
CCn1c(SCc2ccccc2)nnc1-c1cccs1	0.1
Cc1ccc([C@@H]2CC=C(C(=O)O)[C@H](c3ccccc3)N2S(=O)(=O)c2ccc(C)cc2)cc1	-1.5
CCCCCCCCN1[C@@H](CC(=O)OC)c2cc(F)ccc2S1(=O)=O	-0.8
CCOc1ccc(NS(=O)(=O)c2ccc3[nH]cc(C(=O)N(CC)CC)c(=O)c3c2)cc1	2.5
Cc1ccc(NC(=O)c2ccc3c(c2)C(=O)N(Cc2cccnc2)C3=O)c(C)c1	0.8
O=C(COC(=O)c1ccccc1O)Nc1ccc(S(=O)(=O)N2CCCCC2)cc1	-4.0
COc1cc(NC(=S)N2CCN(c3ccccn3)CC2)cc(OC)c1OC	1.1
O=C(c1cccc(C(F)(F)F)c1)N1CCOc2ccccc21	0.0
CCOc1cc(CNCCc2ccc(S(N)(=O)=O)cc2)ccc1OCC(=O)NC1CCCCC1	-1.4
Cc1cc(C)n2nc(SC(C)C(=O)N3CCCC3)nc2n1 (stereo not drawn)	-1.1
Cc1cccc(Nc2n[nH]c(C)c2[N+](=O)[O-])c1	-0.4
C(=C\c1ccccc1)/CN1CCN(C(c2ccnc3ccccc23)c2nnnn2C2CCCC2)CC1 (stereo not drawn)	-1.9
Cc1nc2ccccc2nc1CC(O)(c1ccccc1)c1ccccc1	-0.7

For convenience, two of the compounds above.
SMILES	TTR transcr act
C(=C\c1ccccc1)/CN1CCN(C(c2ccnc3ccccc23)c2nnnn2C2CCCC2)CC1 (stereo not drawn)	-1.9
Cc1nc2ccccc2nc1CC(O)(c1ccccc1)c1ccccc1	-0.7

Carrying on.
SMILES	TTR transcr act
COc1cccc(-n2c(SCC(=O)Nc3ccc4c(c3)CCC4)nc3ccccc3c2=O)c1	0.3
CCOC(=O)c1cc2ccccc2n1C1CCN(CCc2ccccc2)CC1	-0.7
N#C/C(=C\C1=C(N2CCOCC2)C(=C\c2ccc(Cl)cc2)/CC1)C(=O)Nc1ccccc1F	-2.3
CC(C)C[C@H](NC(=O)c1[nH]cnc1C(=O)N[C@@H](C)C(=O)OCc1ccccc1)C(=O)OCc1ccccc1	1.5
c1ccc(Oc2ccc(-c3ccnc4ncnn34)cc2)cc1	2.1
COc1ccc(CC(=O)Nc2ccc3nc(C)sc3c2)cc1OC	2.5
CCOC(=O)c1c(CN2CCCCC2)oc2ccc(O)cc12	-1.8
COc1ccccc1OCCNC(=O)c1cccc(S(=O)(=O)N2CCN(C)CC2)c1	0.5
CCOn1c(=O)c(-c2ccc(OC)c(OC)c2)[n+]([O-])c2ccccc21	2.7
O=C(O)c1cc(-c2ccc(N3CCOCC3)cc2)nn1-c1ccc(F)cc1F	-0.2
NC1=NC(=O)/C(=C/c2ccccc2OS(=O)(=O)c2ccccc2)S1	-0.4
O=C(COC(=O)c1ccccc1Nc1ccc(SC(F)F)cc1)NC1CC1	-0.3
Cc1cc(N2CCC(C)CC2)nc2cccc(O)c12	-1.9
CCOC(=O)c1c(NC(=O)C2CCCN(S(=O)(=O)c3ccccc3)C2)sc2c1CCCC2 (stereo not drawn)	-1.5
CCOc1ccccc1NC(=O)CSC1=C(C#N)C(c2ccco2)C(C(=O)Nc2nc3ccccc3s2)=C(C)N1 (stereo not drawn)	0.1
S=C(NCc1ccc(Cl)cc1)NCc1ccccn1	2.4
COc1cc(SC)ccc1C(=O)NCCOc1ccc(F)cc1	-0.1
Cc1ccc(C(=O)CC(C(=O)O)n2cncn2)cc1 (stereo not drawn)	1.9
COc1ccc(-n2nnc3c(SCC(=O)OCc4ccccc4)ncnc32)cc1	-2.4
CCCCCNC(=O)C(C)Sc1ccc(Cl)cc1 (stereo not drawn)	2.0
CC(NC(N)=O)C12CC3CC(CC(C3)C1)C2 (stereo not drawn)	2.5
Cn1cnnc1SCC(=O)Nc1ccc(N2CCCCC2)cc1	4.3
Nc1nc2ccccc2n1CCOc1ccccc1Cl	-1.1
CCN(C(=S)Nc1cc(S(=O)(=O)N2CCOCC2)ccc1Cl)c1cccc2ccccc12	-3.2
O=[N+]([O-])c1cccc(Cn2cnc3c(=S)nc[nH]c32)c1	-0.3
COc1ccc(OC)c(NC(=O)c2nnn(Cc3ccccc3C)c2N)c1	2.6
Cc1[nH]n(-c2ccccc2)c(=O)c1N=Nc1cccc(Cl)c1	0.8
CCN1C(=O)N(C(C)=O)C2C1N(C(C)=O)C(=O)N2C(C)=O (stereo not drawn)	-1.4
COc1cccc(/C=N/n2c(C)nc3ccccc32)c1OC	0.2

A portion taken from the entries so far, for reference:
SMILES	TTR transcr act
COc1ccc(CC(=O)Nc2ccc3nc(C)sc3c2)cc1OC	2.5
CCOC(=O)c1c(CN2CCCCC2)oc2ccc(O)cc12	-1.8
COc1ccccc1OCCNC(=O)c1cccc(S(=O)(=O)N2CCN(C)CC2)c1	0.5
CCOn1c(=O)c(-c2ccc(OC)c(OC)c2)[n+]([O-])c2ccccc21	2.7
O=C(O)c1cc(-c2ccc(N3CCOCC3)cc2)nn1-c1ccc(F)cc1F	-0.2
NC1=NC(=O)/C(=C/c2ccccc2OS(=O)(=O)c2ccccc2)S1	-0.4
O=C(COC(=O)c1ccccc1Nc1ccc(SC(F)F)cc1)NC1CC1	-0.3
Cc1cc(N2CCC(C)CC2)nc2cccc(O)c12	-1.9
CCOC(=O)c1c(NC(=O)C2CCCN(S(=O)(=O)c3ccccc3)C2)sc2c1CCCC2 (stereo not drawn)	-1.5
CCOc1ccccc1NC(=O)CSC1=C(C#N)C(c2ccco2)C(C(=O)Nc2nc3ccccc3s2)=C(C)N1 (stereo not drawn)	0.1
S=C(NCc1ccc(Cl)cc1)NCc1ccccn1	2.4
COc1cc(SC)ccc1C(=O)NCCOc1ccc(F)cc1	-0.1
Cc1ccc(C(=O)CC(C(=O)O)n2cncn2)cc1 (stereo not drawn)	1.9
COc1ccc(-n2nnc3c(SCC(=O)OCc4ccccc4)ncnc32)cc1	-2.4
CCCCCNC(=O)C(C)Sc1ccc(Cl)cc1 (stereo not drawn)	2.0
CC(NC(N)=O)C12CC3CC(CC(C3)C1)C2 (stereo not drawn)	2.5
Cn1cnnc1SCC(=O)Nc1ccc(N2CCCCC2)cc1	4.3
